# procasp7 counter = procaspase-7 activators, primary screen, counter-screen for procaspase-3 activator project, biochemical, absorbance, HTS, human. recombinant procaspase-7, Ac-DEVD-pNA absorbance 405 nm; D23A/D198A/D206A triple mutant, cannot self-cleave; scale: DMSO 0, 5 µM enzyme 100. activation, % at 8.5 µM. actives 0.093% (n = 330,000). Caspase-7 (Homo sapiens), P55210. AID 463210, 2010;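 active means percent activation above the screen-wide mean plus 3 SD, cut at about 25% in these data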
#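 System: Procaspase-7 triple mutant (PC-7 D3A); measure: % activation from two-timepoint absorbance difference, scaled to controls; times: 1 h compound preincubation, 2 h substrate cleavage, 25 °C; also added: Ac-DEVD-pNA substrate, 400 µM as added; measured by: Epi-absorbance of released pNA at 405 nm, two timepoints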
# LAP4-GFP MLPCN = modulators of LAP4-GFP expression in yeast, primary screen, S. cerevisiae, multiplex flow cytometry, MLPCN library | 3 h; median GFP as percent of DMSO wells | GFP response vs DMSO, % at 10 µM | actives 0.34% (n = 320,000) | AID 2023, 2009;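 active means GFP response vs DMSO above a set limit, about the screen mean plus 3 SD, cut at about 150% in these data; inconclusive means under 70 cell events counted for the yeast strain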
# AHR act = AHR activators, primary screen, cell-based, luminescence, luciferase reporter, human; actives 2.5% (n = 320,000); AHR-responsive luciferase reporter cells; activation, % at 5 µM; Aryl hydrocarbon receptor (Homo sapiens), P35869; in the data active means activation above about 47%;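 further: 0% = vehicle wells and 100% = reference agonist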
# Target sequence (P35869 whole entry, looked up): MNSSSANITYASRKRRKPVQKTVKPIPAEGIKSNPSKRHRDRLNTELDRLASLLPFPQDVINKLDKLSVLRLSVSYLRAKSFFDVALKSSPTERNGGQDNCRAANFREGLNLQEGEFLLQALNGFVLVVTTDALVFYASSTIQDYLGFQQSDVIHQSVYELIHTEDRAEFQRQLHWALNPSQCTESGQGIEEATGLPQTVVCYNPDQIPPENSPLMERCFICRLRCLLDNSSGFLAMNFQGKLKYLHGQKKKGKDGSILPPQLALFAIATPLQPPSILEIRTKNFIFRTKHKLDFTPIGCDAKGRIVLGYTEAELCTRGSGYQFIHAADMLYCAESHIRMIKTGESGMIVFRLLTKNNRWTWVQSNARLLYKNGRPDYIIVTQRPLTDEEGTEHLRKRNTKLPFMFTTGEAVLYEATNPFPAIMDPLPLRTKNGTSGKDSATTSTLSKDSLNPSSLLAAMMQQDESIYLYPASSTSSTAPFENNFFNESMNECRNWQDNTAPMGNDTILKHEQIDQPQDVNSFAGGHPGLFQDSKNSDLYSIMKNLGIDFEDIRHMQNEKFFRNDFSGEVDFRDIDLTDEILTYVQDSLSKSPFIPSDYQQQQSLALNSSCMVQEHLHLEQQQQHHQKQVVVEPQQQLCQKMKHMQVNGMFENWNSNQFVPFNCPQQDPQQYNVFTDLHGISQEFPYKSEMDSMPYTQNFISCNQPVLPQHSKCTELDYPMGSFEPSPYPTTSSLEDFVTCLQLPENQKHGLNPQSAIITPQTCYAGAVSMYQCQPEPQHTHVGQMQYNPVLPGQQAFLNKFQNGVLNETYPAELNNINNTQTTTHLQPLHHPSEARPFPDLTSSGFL
# Yeast superoxide = reduction of superoxide in aged yeast, primary screen, HTS. S. cerevisiae aged cells, superoxide DHE fluorescence; hits give low values. superoxide response (% of plate mean), % at 10 µM. actives 0.18% (n = 330,000);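 active means superoxide response under a set limit, about three screen SD below normal, cut at about 65% in these data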;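 further: yeast aged for seven days with compound at 30 °C before DHE staining; 100% = average MFI of all compound-treated wells on the plate with controls excluded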
# GASC-1 inh = inhibitors of GASC-1 histone demethylase, primary screen, biochemical, fluorescence, DELFIA europium. Lysine-specific demethylase 4C (Homo sapiens), Q9H3R0. GST-JMJD2C(1-420) H3K9me3 demethylation. inhibition, % at 2.35 µM. actives 0.069% (n = 330,000);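 active means more than half of a compound's replicate wells show inhibition beyond 50%, single wells judged on their own value; inconclusive means some, but no more than half, of replicates pass 50% inhibition; inactive means no replicate passes 50% inhibition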;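 further: signal counts dimethyl H3K9 product captured on neutravidin plate; 0% = median of DMSO wells and 100% = 0.3 times that DMSO median; strong numbers were not always called active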
# procasp3 activ = activators of human procaspase-3 D3A mutant, primary screen, biochemical, absorbance, PC-3 D3A mutant, single concentration. recombinant procaspase-3 D3A, Ac-DEVD-pNA absorbance 405 nm. activation, % at 8.5 µM. actives 0.11% (n = 330,000);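 active means activation above the mean of all tested compounds plus 3 SD, cut at about 21% in these data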;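 further: 0% = DMSO alone and 100% = DMSO wells spiked with extra 5 µM PC-3 D3A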
# Target sequence (P42574 whole entry D9A/D28A/D175A): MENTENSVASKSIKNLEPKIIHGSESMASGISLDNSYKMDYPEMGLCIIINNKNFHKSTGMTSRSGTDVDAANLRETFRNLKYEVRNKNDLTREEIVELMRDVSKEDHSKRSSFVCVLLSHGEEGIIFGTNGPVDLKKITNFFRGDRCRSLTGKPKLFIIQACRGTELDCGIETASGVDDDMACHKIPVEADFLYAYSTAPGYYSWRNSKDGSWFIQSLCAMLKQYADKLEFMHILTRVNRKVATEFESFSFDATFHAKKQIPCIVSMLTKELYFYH
#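 Evaluation: percent activation relative to control range; Material: Procaspase-3 D3A mutant, all three cleavage aspartates alanine; Compound: single dose, 8.5 µM nominal compound, 0.8% DMSO; Replication: one well per compound; Signal: absorbance at 405 nm, 0 and 120 min; Schedule: 1 h preincubation plus 2 h reaction at 25 °C.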
# RPL19A-GFP yeast = RPL19A-GFP expression modulators in yeast, primary screen, cell-based, S. cerevisiae, multiplex flow cytometry, MLPCN | S. cerevisiae RPL19A-GFP strain, 3 h; hits give low values | percent response vs DMSO, % at 10 µM | actives 0.3% (n = 330,000);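 active means percent response vs DMSO below 50%; inconclusive means fewer than 70 events counted for the yeast strain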;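 further: median channel GFP fluorescence of the barcoded RPL19A-GFP strain; ratio of sample median GFP to plate DMSO average so 100% = DMSO; lower means less RPL19A-GFP as with rapamycin TOR inhibition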
# MEP2 TOR yeast = modulators of MEP2-GFP levels in yeast, primary screen, S. cerevisiae, multiplex flow cytometry, MLPCN library; S. cerevisiae MEP2-GFP strain, 3 h; 100% = DMSO control level; GFP response vs DMSO, % at 10 µM; AID 2016, 2009; actives 0.51% (n = 330,000);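 active means GFP response versus DMSO above a set limit, roughly screen mean plus 3 SD, cut at about 180% in these data; inconclusive means fewer than 70 cells counted for a yeast strain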;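 further: median GFP fluorescence of the barcode-gated MEP2-GFP cells per well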
# An asterisk follows results filed as active; u = inconclusive; x = no result given; [ ] = remark or other dose.
SMILES,procasp7 counter,LAP4-GFP MLPCN,AHR act,Yeast superoxide,GASC-1 inh,procasp3 activ,RPL19A-GFP yeast,MEP2 TOR yeast
COc1ccc(C(=O)NNC(=O)CCn2nnc(-c3ccc(Cl)cc3)n2)cc1OC,2,99,0,90,-10,2,92,101
CCOC(=O)C1CCCN(CC(=O)Nc2cc(C)cc(C)c2)C1 (centres undefined),0,107,-1,90,-6,-1,105,106
CCc1ccc(C(C(=O)NCCOC)N(C(=O)Cn2nnc3ccccc32)c2cccnc2)cc1 (centres undefined),1,101,-1,91,3,-10,99,101
O=S(=O)(c1ccccc1)N1CCC2(CC1)CO2,6,99,1,101,2,1,96,97
Cc1ncc(CO)c2cc(C(N)=O)c(=Nc3ccccc3)oc12,-1,106,11,110,-2,1,108,105
Cc1ccc(NC(=O)CSc2nc(=O)n(CCN(C)C)c3c2CCCC3)c(C)c1,14,107,-1,95,-3,3,92,91
COC(=O)c1ccccc1OCC(=O)N1CCN(c2ccc(Cl)cc2)CC1,6,104,0,95,0,1,101,107
CCN(CC(=O)Nc1cccc(S(=O)(=O)N2CCCCC2)c1)Cc1ccccc1,-9,104,3,103,7,-5,97,110
COc1cccc(CNC(=O)CSc2nnc3c(n2)[nH]c2ccc(F)cc23)c1,16,89,0,82,-4,9,99,103
O=C1C2CCCCN2C(=O)N1CCCCN1CCN(c2cccc(Cl)c2)CC1 (centres undefined),-4,98,-2,102,-3,0,100,106

# Compound profiles, from the list above. Screens in order: procasp7 counter	LAP4-GFP MLPCN	AHR act	Yeast superoxide	GASC-1 inh	procasp3 activ	RPL19A-GFP yeast	MEP2 TOR yeast
# Shown for Cc1ccc(NC(=O)CSc2nc(=O)n(CCN(C)C)c3c2CCCC3)c(C)c1 : 14	107	-1	95	-3	3	92	91
# Shown for COC(=O)c1ccccc1OCC(=O)N1CCN(c2ccc(Cl)cc2)CC1 : 6	104	0	95	0	1	101	107

# Further entries.
SMILES,procasp7 counter,LAP4-GFP MLPCN,AHR act,Yeast superoxide,GASC-1 inh,procasp3 activ,RPL19A-GFP yeast,MEP2 TOR yeast
CC(C)(C)n1nnnc1C(c1ccc(F)cc1)N(Cc1ccc(F)cc1)Cc1ccco1 (centres undefined),0,x,2,101,6,0,93,95
Cc1nnc(SCC(=O)N2CCOCC2)[nH]c1=O,-8,107,0,80,-10,3,97,117
Cc1c(/C=N\NC(=O)c2cc3ccccc3o2)c2ccccc2n1C,-5,114,26,90,x,-5,102,107
Cc1ccc(C(=O)Nc2cccc3ccccc23)o1,-14,96,18,104,-9,-2,95,92
Cc1ccc(S(=O)(=O)N2CCOCC2)cc1N/N=C(\C#N)c1nc2ccccc2[nH]1,-15,81,59*,136,-17,-11,102,103
O=c1cc(Nc2ccc3c(c2)OCCO3)[nH]c(=O)n1-c1ccc(Br)cc1,5,96,0,101,12,8,97,98
COc1ccc(N2CCN(Cc3nc4ccsc4c(=O)[nH]3)CC2)cc1,2,106,0,93,-12,3,104,105
O=C(CSc1ncnc2sc3c(c12)CCC3)N1CCOCC1,-1,105,2,94,8,-6,92,86
C/C(=N\NC(=O)C(=O)Nc1ccc(C)c(Cl)c1)c1ccncc1,-1,93,-2,108,-5,0,109,97
O=C(NCCN1C(=O)S/C(=C\c2ccc(Cl)cc2Cl)C1=O)C1=COCCO1,-9,122,2,105,-3,5,95,96
COc1ccc(Cc2nc(-c3ccc(-n4cccc4)cc3)no2)cc1OC,17,106,-2,111,-1,-4,100,103
O=C(NCCN1CCN(c2cccc(Cl)c2)CC1)c1ccc(CSc2nc3ccncc3[nH]2)cc1,-2,106,10,131,7,0,110,113
O=C(CN1C(=O)C2CC=CCC2C1=O)Nc1ccc(S(=O)(=O)N2CCOCC2)cc1 (centres undefined),6,99,3,88,-3,3,91,100
COC(CNC(=O)C1CCN(S(=O)(=O)c2cccc3nsnc23)CC1)OC,6,88,2,116,-2,6,72,104
Cc1nn(C)c(Oc2cccc(Cl)c2)c1C(=O)Nc1ccc(F)cc1,7,95,0,95,4,1,98,99
CC(/C=N/n1c(-c2cccnc2)n[nH]c1=S)=C\c1ccccc1,-5,95,13,90,-4,-11,99,98
CCOC(=O)CC(=O)CSC1=C(C#N)C(c2ccccc2OC)CC(=O)N1 (centres undefined),-6,98,-2,94,2,-4,98,100
CN(C)S(=O)(=O)c1cccc(NC(=O)c2cncc(Br)c2)c1,4,102,17,87,-4,-2,109,114
Brc1ccc(-c2noc(-c3ccccc3)n2)o1,-8,104,122*,80,4,10,99,107
Cc1ccc2nc(C3CCCN(C(=S)Nc4cccc(C)c4C)C3)[nH]c2c1 (centres undefined),-5,105,3,96,21,-3,104,111
O=C(CSc1nnc(NC(=O)C2CC(=O)N(c3ccccc3)C2)s1)NC1CCCC1 (centres undefined),4,93,-4,101,6,5,103,104
CN(C(=O)c1cccc(S(=O)(=O)N2CCCC2)c1)C1CCCCC1,-1,108,0,140,5,6,104,108
O=C1NC(O)(c2ccccc2)Oc2ccccc21 (centres undefined),4,118,2,116,0,-5,102,93
CCOC(=O)c1c(NC(=O)CN2CCCc3ccccc32)sc(C(C)=O)c1C,7,88[may fluoresce violet],9,97,-4,7,54[may fluoresce violet],213*[may fluoresce violet]
C/C(=N\NC(=O)c1cc(C)nc2ccccc12)c1cccs1,4,107,6,107,9,3,96,99
Cc1ccc(CNC(=O)C2CCN(c3nn4c(=O)cc(C)nc4s3)CC2)cc1,5,97,1,103,4,2,96,90
N#C/C(=C\c1cccc(Oc2ccc(C(F)(F)F)cc2[N+](=O)[O-])c1)c1nc2ccccc2[nH]1,-10,93,10,103,-3,4,97,94
CCOc1ccc(/C=N/NC(=O)CN2CCSCC2)cc1,5,84,16,91,3,0,95,89
O=C(OCc1cc2ccccc2[nH]c1=O)c1ccc([N+](=O)[O-])cc1,-4,105,1,101,2,5,96,99
Cc1cccc(N2C(=S)NC3c4ccccc4OC2(C)C3C(=O)N(C)C)c1 (centres undefined),0,99,4,98,9,4,96,103
CCC(C)C1C(C#N)=C(N)Oc2n[nH]c(C)c21 (centres undefined),1,109,4,97,-6,6,101,107
Cc1ccccc1NC(=O)C(=O)NC(C)CCc1ccccc1 (centres undefined),-1,112,4,95,-10,-1,103,106
COc1cc(NC(=O)COC(=O)/C=C/c2c(C)nn(-c3ccc(F)cc3)c2Cl)cc(OC)c1,-12,97,2,85,10,-4,106,107
COc1ccc(/C=N/NC(=O)c2cccnc2)cc1CN1CCCc2ccccc21,-4,101,10,97,-4,9,99,106
O=C(CCc1nc2ccccc2s1)Nc1ccccc1,-1,96,-6,103,-14,6,104,102
Cc1occc1C(=O)Nc1ccc2ccccc2c1,-7,107,15,91,3,-3,92,114
Cc1ccc(/C=C2/NC(=O)[C@H](C)NC2=O)cc1,-6,105,13,89,2,2,90,92
COC(=O)c1ccc(NC(=O)c2cn(-c3ccccc3)nc2-c2ccncc2)cc1,1,94,4,85,-10,2,93,98
O=C(CCN1C(=O)C2C3C=CC(C3)C2C1=O)N1CCN(c2ccccc2Cl)CC1 (centres undefined),7,100,-1,93,-2,1,97,100
O=C(CSc1ccc(F)cc1)NCCSc1ccccc1,-2,96,1,93,-13,11,88,93
COc1cc(CN2CCc3ccc(NC(=O)CCc4ccccc4OC)cc3C2)ccc1O,-3,104,5,98,12,3,103,104
CN1CCN(C(=S)NC(=O)/C=C/c2cccs2)CC1,5,97,2,79,-6,-4,88,86
COc1nc(-c2ccc(C)cc2)ccc1-c1noc(-c2ccco2)n1,-1,x,9,113,7,8,104,102
CCCCCNc1nc(-c2ccccc2)nc(-n2ccnc2)n1,10,124,13,108,48,3,99,101
Cc1ccc(C(=O)N2CCCC2)cc1S(=O)(=O)Nc1ccccc1,-8,93,1,97,-1,-5,93,91
CCCC(=O)Nc1nnc(S(=O)(=O)N2CCCCCC2)s1,0,102,9,102,5,8,100,99
CC(NC(=O)c1ccc(F)cc1Cl)C1CC2CCC1C2 (centres undefined),5,114,-2,96,5,-1,105,102
O=C(OCCCN1C(=O)c2ccccc2C1=O)c1ccco1,7,u,-2,79,5,-1,94,100
CCOc1cc(/C=N/n2nnnc2N)ccc1OCc1c(C)no[n+]1[O-],-6,90,5,101,-20,-7,99,103
Cc1cccc(NC(=O)COc2cccc3c2CCN(C)C3=O)c1,12,89,15,124,7,-3,91,92
CCN(CC)CCNC(=O)C1CCN(S(=O)(=O)N2CCCCC2)CC1,14,91,1,97,-12,2,97,97

# Filtered by structure: the entries above containing a halogen
SMILES,procasp7 counter,LAP4-GFP MLPCN,AHR act,Yeast superoxide,GASC-1 inh,procasp3 activ,RPL19A-GFP yeast,MEP2 TOR yeast
COc1ccc(C(=O)NNC(=O)CCn2nnc(-c3ccc(Cl)cc3)n2)cc1OC,2,99,0,90,-10,2,92,101
COC(=O)c1ccccc1OCC(=O)N1CCN(c2ccc(Cl)cc2)CC1,6,104,0,95,0,1,101,107
COc1cccc(CNC(=O)CSc2nnc3c(n2)[nH]c2ccc(F)cc23)c1,16,89,0,82,-4,9,99,103
O=C1C2CCCCN2C(=O)N1CCCCN1CCN(c2cccc(Cl)c2)CC1 (centres undefined),-4,98,-2,102,-3,0,100,106
CC(C)(C)n1nnnc1C(c1ccc(F)cc1)N(Cc1ccc(F)cc1)Cc1ccco1 (centres undefined),0,x,2,101,6,0,93,95
O=c1cc(Nc2ccc3c(c2)OCCO3)[nH]c(=O)n1-c1ccc(Br)cc1,5,96,0,101,12,8,97,98
C/C(=N\NC(=O)C(=O)Nc1ccc(C)c(Cl)c1)c1ccncc1,-1,93,-2,108,-5,0,109,97
O=C(NCCN1C(=O)S/C(=C\c2ccc(Cl)cc2Cl)C1=O)C1=COCCO1,-9,122,2,105,-3,5,95,96
O=C(NCCN1CCN(c2cccc(Cl)c2)CC1)c1ccc(CSc2nc3ccncc3[nH]2)cc1,-2,106,10,131,7,0,110,113
Cc1nn(C)c(Oc2cccc(Cl)c2)c1C(=O)Nc1ccc(F)cc1,7,95,0,95,4,1,98,99
CN(C)S(=O)(=O)c1cccc(NC(=O)c2cncc(Br)c2)c1,4,102,17,87,-4,-2,109,114
Brc1ccc(-c2noc(-c3ccccc3)n2)o1,-8,104,122*,80,4,10,99,107
N#C/C(=C\c1cccc(Oc2ccc(C(F)(F)F)cc2[N+](=O)[O-])c1)c1nc2ccccc2[nH]1,-10,93,10,103,-3,4,97,94
COc1cc(NC(=O)COC(=O)/C=C/c2c(C)nn(-c3ccc(F)cc3)c2Cl)cc(OC)c1,-12,97,2,85,10,-4,106,107
O=C(CCN1C(=O)C2C3C=CC(C3)C2C1=O)N1CCN(c2ccccc2Cl)CC1 (centres undefined),7,100,-1,93,-2,1,97,100
O=C(CSc1ccc(F)cc1)NCCSc1ccccc1,-2,96,1,93,-13,11,88,93
CC(NC(=O)c1ccc(F)cc1Cl)C1CC2CCC1C2 (centres undefined),5,114,-2,96,5,-1,105,102
